Screening data as filed in PubChem BioAssay.
Fam108B inh = Fam108B inhibition, counter-screen for RBBP9 inhibitors; recombinant Fam108B, FP-Rh probe fluorescence polarization; inhibition, % at 9.51 µM; hit rate 0.33% among 300,000;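 active = inhibition above the screen mean inhibition plus 3 SD, computed separately per campaign, cut at about 18% in these data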;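 also: inhibitors lower polarization as less probe binds the enzyme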
AGP1-GFP MLPCN = modulators of TOR pathway AGP1-GFP in S. cerevisiae; hit rate 0.02% among 320,000; S. cerevisiae AGP1-GFP multiplex flow cytometry, 3 h; GFP as percent of DMSO wells; GFP response vs DMSO, % at 10 µM; AID 2066;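 active = GFP response relative to DMSO above a set limit, near screen average plus 3 SD, cut at about 150% in these data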;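 also: median GFP channel fluorescence of the gated AGP1 strain per well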
MEX-5 binding = C. elegans MEX-5 TCR-2 RNA binding activity | activity score (negative = inhibition of binding), % at 10 µM | AID 1832 | hit rate 0.38% among 300,000 | Q9XUB2 | MEX-5/FITC-TCR2 RNA binding, fluorescence polarization; hits give low values;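 active = inhibition past about -25% in most replicates, and total fluorescence under double the plate's negative control median, limit read from the data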;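 also: 0% = DMSO and -100% = 5 µM competing unlabeled TCR2 RNA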
Target sequence (Q9XUB2 whole entry, looked up): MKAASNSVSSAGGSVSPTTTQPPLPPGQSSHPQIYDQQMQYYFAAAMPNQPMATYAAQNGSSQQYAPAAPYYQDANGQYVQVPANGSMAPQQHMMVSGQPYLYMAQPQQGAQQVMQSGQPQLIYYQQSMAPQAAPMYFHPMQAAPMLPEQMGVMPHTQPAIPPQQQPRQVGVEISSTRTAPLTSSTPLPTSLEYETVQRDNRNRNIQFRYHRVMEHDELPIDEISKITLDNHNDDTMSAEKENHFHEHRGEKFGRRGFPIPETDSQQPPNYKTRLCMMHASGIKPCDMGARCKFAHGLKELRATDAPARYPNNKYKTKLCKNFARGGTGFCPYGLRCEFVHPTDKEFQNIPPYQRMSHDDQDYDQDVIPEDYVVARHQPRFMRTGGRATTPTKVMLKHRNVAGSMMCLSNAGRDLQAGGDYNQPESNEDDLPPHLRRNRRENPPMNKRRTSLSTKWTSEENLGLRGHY
MCL1-BIM inh = inhibitors of human MCL1 binding to BIM-BH3 peptide | Q07820 | GST-MCL1 / FITC-Bim-BH3 fluorescence polarization | inhibition, % at 10.9 µM | hit rate 0.68% among 320,000 | AID 2057;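 active = inhibition above the mean inhibition of all tested compounds plus 3 SD, set per campaign, cut at about 40% in these data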;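 also: 0% = DMSO wells and 100% = unlabeled Bim-BH3 peptide control; higher means more loss of mP so more displacement of Bim peptide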
Target sequence (Q07820 whole entry, looked up): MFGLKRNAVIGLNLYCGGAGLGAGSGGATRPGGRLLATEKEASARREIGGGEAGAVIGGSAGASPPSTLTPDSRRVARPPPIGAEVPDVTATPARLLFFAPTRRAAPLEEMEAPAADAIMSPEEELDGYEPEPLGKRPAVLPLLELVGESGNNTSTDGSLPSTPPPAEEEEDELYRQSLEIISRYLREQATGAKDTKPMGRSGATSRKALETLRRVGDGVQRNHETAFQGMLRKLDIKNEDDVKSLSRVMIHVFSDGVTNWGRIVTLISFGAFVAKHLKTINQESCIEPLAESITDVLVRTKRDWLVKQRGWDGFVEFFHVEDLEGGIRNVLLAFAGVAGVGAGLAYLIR
CIT2-GFP yeast = alters CIT2-GFP fluorescence in TOR pathway yeast screen. S. cerevisiae CIT2-GFP strain, flow cytometry, 3 h; 100 means same as DMSO wells. GFP response vs DMSO, % at 10 µM. hit rate 0.065% among 320,000. AID 2029;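 active = GFP response relative to DMSO above a set limit, near the screen mean plus 3 SD, cut at about 150% in these data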;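 also: ratio of well median GFP fluorescence to mean of DMSO wells on the plate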
GRK2 aptamer HTS = inhibitors of human GRK2 displacing RNA aptamer | P25098 | bead flow cytometry, FAM-aptamer displacement from GRK2 | inhibition of aptamer binding, % at 10 µM | hit rate 0.59% among 330,000 | AID 488847;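 active = inhibition of aptamer binding above 40%, roughly 3 SD of noise, on plates passing a quality check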;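 also: median bead fluorescence of bound FAM aptamer so fluorescent compounds give negative values; no value below 0 was filed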
GLD-1 RNA inh = GLD-1-TGE RNA interaction inhibition (C. elegans) | Q17339 | inhibition, % at 5.96 µM | hit rate 0.44% among 320,000 | purified GLD-1 + fluorescein TGE RNA, fluorescence polarization;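 active = percent inhibition above a per-plate cutoff, the plate mean of test compounds plus 3 SD, cut at about 30% in these data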;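 also: 0% = DMSO wells with GLD-1 and probe and 100% = wells lacking GLD-1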
VLA-4 inh = inhibition in a human VLA-4 binding assay. P13612. VLA-4 expressing cells, ligand binding flow cytometry. AID 2557. hit rate 0.2% among 330,000. inhibition, % (about 7 µM as worked out from the volumes in the protocol); in the data active = inhibition above about 50%
Bcl-xL primary = blocks human Bcl-xL binding to Bim BH3 peptide; GST-Bcl-xL / FITC-Bim BH3 peptide fluorescence polarization; inhibition, % at 10.9 µM; Q07817; hit rate 0.7% among 320,000;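 active = inhibition above the mean of all tested compounds plus 3 SD, cutoff set per campaign, cut at about 30% in these data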;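 also: 0% = DMSO wells and 100% = unlabeled Bim-BH3 peptide competitor; inhibitors lower millipolarization by displacing the labeled peptide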
Target sequence (Q07817 whole entry, looked up): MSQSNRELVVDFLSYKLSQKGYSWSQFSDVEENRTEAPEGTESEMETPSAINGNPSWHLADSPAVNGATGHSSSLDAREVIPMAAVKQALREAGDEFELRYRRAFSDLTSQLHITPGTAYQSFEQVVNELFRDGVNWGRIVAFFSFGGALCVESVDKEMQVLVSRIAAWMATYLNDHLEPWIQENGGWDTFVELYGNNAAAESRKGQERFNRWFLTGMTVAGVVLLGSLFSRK
* = called active by the depositor; i = inactive; / = not tested or not shown.

SMILES	Fam108B inh	AGP1-GFP MLPCN	MEX-5 binding	MCL1-BIM inh	CIT2-GFP yeast	GRK2 aptamer HTS	GLD-1 RNA inh	VLA-4 inh	Bcl-xL primary
Cc1cc(C(=O)NCc2cc(C)n(C)n2)sc1-c1ccccc1	0	101	0.7	15	104	0	0	1	10
COc1ccc(CCNC(=O)CN(Cc2ccc(Cl)cc2)S(C)(=O)=O)cc1	/	95	0.0	/	104	0	/	4	/
COc1ccc(CCNc2oc(-c3ccccc3OC)nc2C#N)cc1OC	0	96	2.4	11	104	0	-2	10	7
CCOc1ccc(NCc2nnc(SCc3ccc(Cl)cc3)n2-c2ccccc2)cc1	1	92	2.3	8	91	0	8	6	7
Cc1[nH]n(C2=NCCS2)c(=O)c1N=Nc1ccccc1	1	93	-6.4	21	98	0	-1	-3	24
CCc1cc2cc(C(=O)Nc3ccccc3F)sc2s1	5	96	-3.5	2	94	4	4	6	-1
O=C(O)C1=C[C@@H](c2csc3ccccc23)C[C@@H](OCc2ccc(CO)cc2)O1	4	98	-4.4	-1	99	0	-2	18	2
CCCN1CCC(=O)N([C@H](COc2ccccc2)c2ccccc2)CC1	1	81	-1.2	3	70	1	1	21	4
O=C(COc1cc2oc(=O)c3c(c2cc1Cl)CCC3)NCCCn1ccnc1	1	104	4.5	3	106	0	-3	4	2
CC(C)c1ccc(NC(=O)[C@H](Cc2c[nH]c3ccccc23)NC(=O)[C@@H]2Cc3ccccc3CN2)cc1	-1	101	-0.6	-1	86	0	2	0	0
COC(=O)CSc1ncnc2c(C)csc12	0	/	-1.9	3	/	0	0	-2	6
Cc1cc(/C=C2/NC(=O)N(Cc3ccccc3F)C2=O)c(C)n1C	4	99	-2.1	5	98	6	-88	37	11
Cn1c(Cn2c(=O)sc3ccccc32)nnc1SCC(=O)N1CCN(c2ccccc2)CC1	1	105	1.3	-8	104	1	-4	-47	-3
O=C(CCC(=O)c1ccc(Br)cc1)Nc1ccc(F)cc1	-2	102	0.1	-4	103	1	-5	8	0
Cc1ccc(NC(=O)CSCC(=O)NNC(=O)c2ccoc2C)cc1	-3	105	-0.5	-8	109	4	5	-9	-3
CCCCCCCCCCCCN1C(=O)CSC1c1cccnc1 (centres undefined)	1	104	-2.8	8	94	0	0	25	5
COc1ccc(CCn2c(=N)c(C(=O)NCc3ccco3)cc3c(=O)n4cccc(C)c4nc32)cc1	2	106	0.0	6	108	0	0	1	15
COc1ccc2oc(C(=O)Nc3nc(C)cs3)c(C)c2c1	/	97	/	-4	98	1	-4	2	-1
NC(=O)CC(NC(=O)Cc1ccc(Cl)cc1)c1ccc(NCCOc2ccccc2)c([N+](=O)[O-])c1 (centres undefined)	5	92	-0.8	8	129	0	-4	-2	6
COC(=O)CC1C(=O)NCCN1C(=O)c1ccc([N+](=O)[O-])cc1 (centres undefined)	-3	102	-1.1	-3	103	0	2	5	-3
Cc1ccc(C(=O)Nc2ccc(CN3CCCCC3)cc2)c(C)c1	-9	95	-2.4	4	97	1	4	9	3
COc1ccccc1NC(=O)Nc1nc(CC(=O)Nc2ccc(N(C)C)cc2)cs1	5	101	0.7	5	98	0	4	-36	4
COc1ccc(/C=C(/NC(=O)c2ccc([N+](=O)[O-])cc2)C(=O)NCCCN(C)C)cc1	0	102	2.1	1	108	0	3	10	0
Cc1nc2c(c(=O)n1CCC(C)C)c1nc3ccccc3nc1n2Cc1ccc2c(c1)OCO2	-2	101	1.1	3	109	0	-1	2	7
c1cncc(Cc2cc3ccccc3[nH]2)c1	-1	107	2.4	13	109	0	-6	0	5

New compounds follow.
SMILES	Fam108B inh	AGP1-GFP MLPCN	MEX-5 binding	MCL1-BIM inh	CIT2-GFP yeast	GRK2 aptamer HTS	GLD-1 RNA inh	VLA-4 inh	Bcl-xL primary
COc1ccc(CCNC(=O)CSc2nn3c(=O)c(C)nnc3s2)cc1OC	1	104	0.8	4	97	5	0	-1	3
CCN(CC)CCCNC(=O)C1CCN(c2ncnc3c2sc2cccc(F)c23)CC1	-2	107	/	3	102	0	5	6	1
COc1ccccc1N1CCN(C(=O)C(C)N(c2ccc(C)cc2)S(C)(=O)=O)CC1 (centres undefined)	-4	/	-3.4	7	100	1	-2	1	7
O=C(COc1ccccc1Br)Nc1ccccc1C(F)(F)F	-2	93	1.1	8	99	1	-11	-4	11
O=C(CCSc1ccccc1)NCc1cccnc1	-3	101	-0.5	-3	106	0	2	-4	4
C#C[C@]1(O)CCC2C3CCC4=CC(=O)CC[C@@H]4C3CC[C@@]21C (some centres undefined)	5	91	3.8	-5	95	0	4	-1	-3
CCOc1c(Br)cc(/C=C2/SC(=O)N(CC(=O)N3CCCC3)C2=O)cc1OC	2	96	0.6	13	98	4	7	12	9
Cn1nnnc1Sc1ncnc2scc(Br)c12	/	100	/	/	99	0	0	22	/
C/C=C/Cn1c(SCCCc2ccccc2)nc2c1c(=O)[nH]c(=O)n2C	-4	90	-0.3	2	90	4	1	-22	2
Cn1c(N)c(C(=O)CSc2nnc(-c3ccccc3F)n2C2CC2)c(=O)n(C)c1=O	8	105	2.2	-9	104	3	-3	12	-10
O=C(CNC(=O)c1ccccc1)OCc1cc(=O)n2cc(Br)ccc2n1	4	92	0.7	2	98	2	5	-12	-3
COC(=O)c1cccc(NC(=O)CCN2C(=O)C3CC=CCC3C2=O)c1 (centres undefined)	/	105	/	-1	103	2	-6	8	-2
CC(NC(=O)Nc1ccc(Cl)cc1)C(c1cccs1)N1CCOCC1 (centres undefined)	1	96	0.8	-1	97	1	0	14	2
COc1ccc(NC(=O)N2CCN(c3nc(-c4cccc(OC)c4)cs3)CC2)cc1	5	101	1.6	-8	87	1	2	7	4
Cc1cc(C(=O)NC2CC(C)(C)Cc3c2cnn3-c2cccc(F)c2)n(C)n1 (centres undefined)	5	97	1.8	-1	113	0	2	7	2
Cc1ccc(Cn2nc3c(cc2=O)CCc2ccccc2-3)cc1	3	120	0.8	2	86	7	3	-6	9
COc1ccc(/C=C/C(=O)c2cc(F)ccc2OC(=O)c2ccc(OC)c(OC)c2)cc1OC	-2	97	2.1	2	100	4	0	13	6
COc1ccc(C(=O)O)cc1NS(=O)(=O)c1cccc2nsnc12	2	109	2.2	2	120	1	11	-4	-3
Cc1ccc(NC(=O)CSc2nnc(CNC(=O)C34CC5CC(CC(C5)C3)C4)n2-c2ccc(F)cc2)cc1	-1	104	-1.3	1	101	2	10	-1	6
CC(=O)c1cnc2ncnn2c1C	-6	98	-1.1	1	100	3	-2	0	6
COP(=O)(OC)C(Nc1ccc([N+](=O)[O-])cc1)c1ccccc1 (centres undefined)	-2	115	1.2	4	100	2	6	5	6
Cc1ccc(Cl)c2c(N=Nc3ccccc3)c(O)[nH]c12	/	109	-43*	/	109	2	/	1	/
CN(Cc1ccccc1)c1oc(-c2ccco2)nc1C#N	-3	95	-0.4	1	101	1	-2	5	5
O=[N+]([O-])c1ccccc1S(=O)(=O)N1CCN(c2ccccn2)CC1	-4	100	1.6	-5	105	0	2	22	3
CC1(C)N(O)CC(c2cccs2)=[N+]1[O-]	8	100	-0.6	7	96	15	10	5	0

Structural class: those above containing a cyano group.
SMILES	Fam108B inh	AGP1-GFP MLPCN	MEX-5 binding	MCL1-BIM inh	CIT2-GFP yeast	GRK2 aptamer HTS	GLD-1 RNA inh	VLA-4 inh	Bcl-xL primary
COc1ccc(CCNc2oc(-c3ccccc3OC)nc2C#N)cc1OC	0	96	2.4	11	104	0	-2	10	7
CN(Cc1ccccc1)c1oc(-c2ccco2)nc1C#N	-3	95	-0.4	1	101	1	-2	5	5

The list goes on.
SMILES	Fam108B inh	AGP1-GFP MLPCN	MEX-5 binding	MCL1-BIM inh	CIT2-GFP yeast	GRK2 aptamer HTS	GLD-1 RNA inh	VLA-4 inh	Bcl-xL primary
Cc1ccc(NC(=O)c2ccccc2[N+](=O)[O-])nc1	1	113	-2.3	-1	117	4	4	6	5
c1ccc(-n2ncc3c(NCc4ccco4)ncnc32)cc1	0	91	0.9	3	96	0	2	-9	1
Cc1ccc(-c2cc(C)nc3ncnn23)cc1	1	105	-2.0	8	102	5	7	38	0
C=CCn1c(-c2sc3nc(C)cc(C)c3c2N)n[nH]c1=S	3	107	-7.1	-31	100	0	0	3	-19
Cc1cccc(N2CN(Cc3cccnc3)CNC2=S)c1C	1	113	/	13	106	1	4	11	5
O=C(CN1CCCN(Cc2ccc(F)cc2)S1(=O)=O)NC1CCCC1	1	100	-2.9	-2	95	0	3	1	1
COc1ccccc1-n1c(C)nc(=O)c(-c2ccccc2)c1C	-1	104	0.9	-2	/	0	-2	3	-1
CC(C)C(=O)Nc1nc(-c2ccc([N+](=O)[O-])cc2)cs1	0	92	-1.7	5	104	0	0	-9	6
COc1ccc(S(=O)(=O)N2CCCCCC2)cc1C(=O)N1CCN(c2ccccc2O)CC1	1	115	1.3	-3	100	2	-1	8	9
CC(C)c1ccccc1NC(=S)NN(Cc1ccccc1)c1ccccc1	3	99	0.8	13	93	3	0	17	8
COc1ccc(Br)c(C(=O)N(C)CC(=O)Nc2ccc(N3CCOCC3)cc2)c1	-3	103	0.3	-2	101	0	7	23	-10
CC1CC(C)CN(CCCNC(=O)c2ccc3nc(N4CCCCC4)sc3c2)C1 (centres undefined)	-1	98	0.6	8	93	0	-1	40	-1
Cc1cccc(OCC(=O)Nc2ccc(C(=O)NCC(C)C)cc2)c1	6	105	1.9	3	106	2	-6	14	8
O=C(NC1CCN(CC(=O)N(c2ccccc2)c2ccccc2)CC1)c1ccc([N+](=O)[O-])cc1	-2	98	-1.0	-2	86	0	-2	7	1
OCC1(CC2CCCCO2)CCN(C/C=C/c2ccccc2)CC1 (centres undefined)	-1	103	1.6	-3	107	0	1	5	-2
O=C(O)c1ccc(-n2c(-c3cc(-c4ccco4)[nH]n3)n[nH]c2=S)cc1	9	75	-92*	38	108	80*	3	-1	9
CCOC(=O)c1c(NC(C)=O)sc2c1CCC(C=NCCCN(CC)CC)=C2Sc1ccccc1	-2	96	-2.6	17	105	0	0	i	18
O=C(Nc1ccccc1)O/N=C/c1ccccc1Cl	-6	96	-0.1	1	99	0	5	4	3
Cc1ccc(NC(=O)COC(=O)Cc2cccs2)c(Br)c1	1	94	-1.0	0	93	0	-3	13	-2
Cc1cc([N+](=O)[O-])ccc1N	10	101	3.0	-2	110	0	-1	-11	3
COCCCNC(=O)CCc1nc(-c2ccccc2Cl)no1	2	113	0.5	3	107	0	2	0	-2
CN(C(=O)c1ccc(NC(=O)Cc2cccc(NC(=O)C3CCN(C(=O)C4CCC4)CC3)c2)cc1)C1CCCC1	/	98	/	-6	95	2	6	-22	-3
N/C(=N\NC(=O)Nc1ccc(Cl)cc1)c1ccccn1	-5	106	-0.1	8	97	2	6	0	8
Cn1c(=O)c2c(nc(NCc3cccnc3)n2Cc2ccc(Cl)cc2)n(C)c1=O	-6	/	0.0	-1	98	0	1	-15	2
Cc1c(S(=O)(=O)N2CCN(c3ccc(F)cc3)CC2)c(=O)n(C)c(=O)n1C	0	100	4.0	5	91	8	3	-10	0
COC(=O)c1c(NC(NC(=O)C(C)C)C(Cl)(Cl)Cl)sc2c1CCCC2 (centres undefined)	5	94	0.8	-6	91	0	1	15	3
COC(=O)c1cc(-c2ccc(C)o2)nc2ccccc12	0	82	-7.6	24	94	7	5	41	13
CCOC(=O)c1cc(NC(=O)Nc2ccccn2)c(C)nc1C	5	98	-1.3	6	99	0	-3	3	2
CC(=O)Nc1ccc(NC(=O)CCN2C(=O)c3ccccc3C2=O)cc1	-2	98	0.3	-6	101	2	1	4	-2
